Assay outcomes (PubChem BioAssay)
HCV inh: HCV inhibition | AID 651820 | Huh7.5.1 HCVcc-Cre infection, luciferase reporter, 44 h | Potency, µM (highest dose often 41.8 µM), inactives show at the top dose activity change, negative = inhibition, most hits filed as inhibitors | 340,000 compounds, 3.4% hits
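Reporter virus HCVcc-Cre (~0.5 moi) infects cells exposed to compound; seeding density 1,000 cells/well with 4 h settling beforehand. Luminescence, 15 sec read, taken 44 h post-infection following a 15 min RT substrate incubation.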
Pf growth 96h: P. falciparum growth inhibition at 96 hours; Potency, µM (doses to about 28.7 µM), for the others: at the highest dose activity change, negative = inhibition, most hits filed as inhibitors; 320,000 compounds, 6.9% hits; P. falciparum luciferase reporter growth, 96 h
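Erythrocytes infected with luciferase-expressing P. falciparum were dispensed at 2% hematocrit and 0.05% parasitemia (final), then incubated with compounds 96 hours at 37 C in 5% CO2. Luminescence after detection reagent addition reported growth.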
LmPK inhibitor: inhibitors of Leishmania mexicana pyruvate kinase. purified LmPK, Kinase-Glo ATP luminescence, 1 h. Potency, µM (highest dose often 57.5 µM), for the others: at the highest dose activity change, negative = inhibition, actives largely listed as inhibitors. 290,000 compounds, 0.37% hits
Target sequence (Q27686 whole entry, looked up): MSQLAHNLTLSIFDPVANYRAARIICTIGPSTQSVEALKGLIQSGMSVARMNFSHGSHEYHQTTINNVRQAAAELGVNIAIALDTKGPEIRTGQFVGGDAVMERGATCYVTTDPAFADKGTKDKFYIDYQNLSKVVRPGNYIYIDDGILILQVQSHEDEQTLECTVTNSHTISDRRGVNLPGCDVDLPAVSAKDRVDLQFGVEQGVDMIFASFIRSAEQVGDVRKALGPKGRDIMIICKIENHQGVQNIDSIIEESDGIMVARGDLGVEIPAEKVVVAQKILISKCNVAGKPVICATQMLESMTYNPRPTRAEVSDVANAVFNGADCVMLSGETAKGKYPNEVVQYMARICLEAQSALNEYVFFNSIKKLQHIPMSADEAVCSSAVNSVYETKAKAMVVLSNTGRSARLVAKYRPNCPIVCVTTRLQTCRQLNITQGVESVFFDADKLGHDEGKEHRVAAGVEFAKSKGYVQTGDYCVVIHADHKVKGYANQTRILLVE
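Pyruvate kinase activity monitored as ATP production (luciferase luminescence). Conditions: 0.1 nM enzyme, 0.5 mM PEP, 0.1 mM ADP, 1 h, RT; normalized against uninhibited and no-enzyme wells.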
Pf growth 48h: P. falciparum growth inhibition at 48 hours (one generation) | P. falciparum luciferase growth in erythrocytes, 48 h | Potency, µM (top dose mostly 28.7 µM), without a hit: at the highest dose activity change, negative = inhibition, usual class: inhibitors | 310,000 compounds, 5.9% hits | AID 504832
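Here the parasites carry a stable luciferase gene and grow inside erythrocytes in Albumax-based RPMI medium with compound for one erythrocytic cycle. Activity is scored as loss of luminescent signal.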
Sm TGR inh: blocks Schistosoma mansoni thioredoxin glutathione reductase; Q962Y6; purified TGR, DTNB reduction, TNB absorbance 405 nm; Potency, µM (series often up to 114 µM), for inactives: at the highest dose activity change, negative = inhibition, usual class: inhibitors; 360,000 compounds, 3% hits; AID 485364; further: nearly all actives have a fitted effect of over 60% in size
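TGR 20 nM + NADPH 100 uM (dispensed conc.), cpd preinc 15 min RT; start with NADPH (500 uM addition) then DTNB (15 mM addition). Kinetic TNB absorbance, 405 nm filter. Four-parameter Hill fit across titration.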
Tb PYK inh: inhibitors of Trypanosoma brucei pyruvate kinase | TbPYK enzyme, Kinase-Glo Plus ATP luminescence, 45 min | Potency, µM (titrated, usually from 76.8 µM), inactives show at the highest dose activity, negative = inhibition, actives largely listed as inhibitors | 410,000 compounds, 0.12% hits; further: nearly all actives have a fitted effect of over 50% in size
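Luminescence from Kinase-Glo Plus, added after a 45-minute room-temperature reaction, served as the end-point read-out. The enzyme and substrate were preincubated with compound before ADP (130 uM final) initiated turnover. Concentration-effect curves came from normalized qHTS data.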
* hit, by the source's call; i = inactive; ? = inconclusive; nt = no result given; & = joins results of further samples; [ ] = another dose, or the depositor's remark. The call rests on the fitted dose curve; in most records, active means well fitted curve in the direction sought with a large enough effect; inconclusive means small, poorly fitted or top-dose-only effect, or another doubt; inactive means no such curve, though single readings can be large; an effect the other way counts as inactive or inconclusive. On the % scale 0 is the no-effect control and ±100 the full control effect; potency means the concentration at half of the fitted maximal effect.

SMILES | HCV inh | Pf growth 96h | LmPK inhibitor | Pf growth 48h | Sm TGR inh | Tb PYK inh
Clc1ccc(OCCn2c(-c3ccco3)nc3ccccc32)cc1 | -22% | 12µM* | 4% | nt | ? | nt
CN(c1ccccc1)S(=O)(=O)c1cccc(C(=O)NCCc2ccc(O)c(O)c2)c1 | ? | ? | 0% | 13µM* | 16µM* | ?
COc1cc(NC(=O)CCCOc2ccc(Cl)cc2Cl)c(C(=O)O)cc1OC | 10% | 5% | 3% | 4% | -2% | 0%
Cc1cc(N2CCOCC2)nc2ccc(NC(=S)N3CCN(Cc4ccccc4)CC3)cc12 | ? | -18% | 15% | -15% | 0% | -3%
Cc1cccc(OCC(=O)Nc2ccc(NC(=O)c3ccco3)c(C)c2)c1 | ? | 6% | 4% | ? | 16% | -4%
O=S(=O)(NCc1csc(-c2cccnc2)n1)c1ccc(Cl)s1 | -3% | -13% | 3% | -6% | -2% | -7%
O=C(O)c1nccnc1C(=O)Nc1ccccc1N1CCOCC1 | 8% | 38%[activator] | -6% | 31%[activator] | 0% | -1%
Cc1ccccc1C(=O)NC1CCN(CC(=O)Nc2c(C)cccc2C)CC1 | -10% | -24% | 1% | -21% | -7% | 1%
O=C(NCCS(=O)(=O)c1ccc(Br)cc1)c1ccc(F)cc1 | 10% | 33%[activator] | -5% | -5% | -19% | -8%
COCCCN1C(=O)C(=O)/C(=C(/O)c2ccc(OCC(C)C)cc2)C1c1cccnc1 (configuration not stated) | 17% | ? | 5% | 17% | 8% | -5%
Cc1ccc(Br)cc1S(=O)(=O)Nc1cccnc1 | 0% | ? | 0% | ? | -2% | -2%
CCN(CC(=O)Nc1c(F)cccc1F)C(=O)c1nc2nc(C)cc(C)n2n1 | -2% | 29% | nt | -15% | 1% | 7%
COc1cc(NC(=S)NCc2cccnc2)cc(OC)c1OC | -3% | -6% | -1% | 25% | ? | -3%
Cc1ccc2oc(C(=O)NCC(c3ccco3)N3CCCC3)c(C)c2c1 (configuration not stated) | 32µM* | ? | -1% | -14% | -6% | 3%
Cc1ccc2nc(SC(C)C(=O)N3CCCCC3)[nH]c2c1 (configuration not stated) | 13% | 29% | 6% | 13% | -18% | -7%
O=C(/C=C/c1ccc(Br)cc1)NC(=O)c1ccccc1O | 0% | ? | -6% | 83%[activator] | -4% | -3%
Cc1cc(C)n(C2CCCCC2OC(=O)c2ccccc2)n1 (configuration not stated) | -11% | 5% | -4% | 10% | -1% | -4%
COc1ccccc1N1CCN(C(=O)Cn2ncc3c([nH]c4ccccc43)c2=O)CC1 | -11% | -17% | 1% | -24% | -11%&1% | 0%&-4%
N#Cc1ccsc1NC(=O)COc1ccc(-c2nnco2)cc1 | 16% | ? | -28% | 103%[activator] | -22% | -5%
O=C(O)Cc1ccc(Nc2cnn(C34CC5CC(CC(CC(=O)O)(C5)C3)C4)c(=O)c2Cl)cc1 | 27% | 16% | -7% | 5% | 11% | 0%
CCC(C)(C(=O)NC1CCCC1)N(CC1CCCO1)C(=O)c1ccc2c(c1)OCO2 (configuration not stated) | 9% | 26% | -5% | -7% | 9% | 0%
O=C(NC1CCCc2ccccc21)C1CCN(c2nnc(-n3cccc3)s2)CC1 (configuration not stated) | ? | ? | 5% | ? | -1% | 2%
CSc1ccccc1NC(=O)CN1CC(C)OC(C)C1 (configuration not stated) | 3% | -22% | 7% | -22% | 10% | 5%
O=S(=O)(c1ccc(N2CCCC2)nc1)N1CCCC1 | -10% | 0% | 1% | 24% | 0% | -3%
COCCNC(=O)CSc1nc2ccccc2c(=O)n1CCC(=O)NCCc1ccc(OC)c(OC)c1 | ? | 1% | 11% | -23% | -4% | 2%
SMILES | HCV inh | Pf growth 96h | LmPK inhibitor | Pf growth 48h | Sm TGR inh | Tb PYK inh
COc1ccc2c(c1)CC/C(=C\c1ccc(C)o1)C2=O | -26% | 59%[activator] | -6% | 11% | 22µM* | -12%
CCCCCCSc1cc(C)nc2ncnn12 | ? | -12% | 7% | nt | -3% | -3%
Cc1ccc(C(=O)N/C(=C/c2ccc(-c3cccc([N+](=O)[O-])c3)o2)C(=O)NC(C)C)cc1 | ? | -15% | 4% | ? | 5% | 2%
CCc1nnc(NC(=O)C2CC(=O)N(CCc3ccc(F)cc3)C2)s1 (configuration not stated) | 8% | ? | -8% | 9% | -2% | 0%
COc1ccc(CCNC(=O)c2noc(C(C)C)c2[N+](=O)[O-])cc1OC | -23% | 28% | -1% | 1%[0.00184 µM] | 35µM* | -10%
CC(C)Oc1ccc(C(=O)NC2(C(F)(F)F)NC(=O)N(CCCc3ccccc3)C2=O)cc1 (configuration not stated) | -19% | -21% | 1% | -12% | 0% | -3%
CC(C)(C)NC(=O)C1CCC(CNc2c(N3CCCCC3)c(=O)c2=O)CC1 (configuration not stated) | 5% | -8% | 5% | -5% | 1% | 1%
Cc1ccc(N2C(=O)C(F)(F)C2c2ccccc2)cc1 (configuration not stated) | 5% | 0% | 3% | -10% | 8% | 1%
Cc1ccc2nsnc2c1S(=O)(=O)NCCc1c(C)[nH]c2ccc(F)cc12 | -4% | ? | 8% | nt | 0% | 2%
CC(=O)n1cc(C2C(=O)CCCC2=O)c2ccccc21 | 8% | 1% | -1% | 13% | ? | -17%
Cc1ccn2cc(CCNS(=O)(=O)c3ccc4c(c3)OCCO4)nc2c1 | 5% | 23% | -5% | 14% | -2% | -3%
CCCCNC(=S)Nc1ccc(SC(F)F)cc1 | 11µM* | ? | 6% | ? | 6% | 3%
COc1cc(OC)c(OC)cc1/C=C1\Oc2cc(OS(C)(=O)=O)ccc2C1=O | ? | 243%[activator] | -2% | 9% | 0% | -7%
Cc1cc(C)c(S(=O)(=O)N2CCC(C(=O)OCc3c(C)noc3C)CC2)c(C)c1 | ? | ? | nt | 12µM* | 0% | -18%
CCC(=O)Nc1c(C(=O)Nc2ccc3c(c2)OCCO3)oc2ccccc12 | -25% | i | 5% | 304%[activator] | -10% | 0%
O=[N+]([O-])c1ccc(Cl)c(-c2ccc(/C=N/c3c(-c4ccco4)nc4ccccn34)o2)c1 | -6% | -2% | -5% | 25% | -7% | -14%
O=C(Nc1ccc(Br)cc1)c1ccc2c(c1)OCO2 | 0% | 102%[activator] | -1% | 123%[activator] | 0% | -3%
CN1CCN(C(=S)NC(=O)c2ccc(-c3ccccc3)cc2)CC1 | -11% | -17% | -1% | -5% | 2% | -24%
COc1ccc(CCNC(=O)Cn2nnc(-c3ccc(N4CCOCC4)cc3)n2)cc1OC | -21% | ? | 0% | 37%[activator] | -24% | -4%
Cn1ncc(Cl)c1C(=O)Nc1nnc(C2CC2)s1 | 7% | -2% | -16% | 10% | -16% | -3%
O=C(COc1ccc2ccccc2c1)NCC(=O)N/N=C/c1ccco1 | -15% | nt | -1% | 30% | -1% | -4%
Cc1ccc(/C=N/NC(=O)c2ccc3nc[nH]c3c2)s1 | -4% | 26% | 1% | 36%[activator] | -1% | -11%
Cc1ccc(S(=O)(=O)Nc2cccc3ncccc23)s1 | ? | nt | 1% | ? | 1% | 1%
Cc1cc(Cl)ccc1OCC(=O)N/N=C1\CC2C=CCC12 (configuration not stated) | -12% | -4% | -2% | 12% | -1% | 0%
CCCCCCC1CC(CSC(=N)N)OC1=O (configuration not stated) | -27% | 50%[activator] | 0% | nt | -9% | -12%
SMILES | HCV inh | Pf growth 96h | LmPK inhibitor | Pf growth 48h | Sm TGR inh | Tb PYK inh
CCn1nnc(-c2ccccc2NC(=O)c2cc(OC)c(OC)c(OC)c2)n1 | ? | nt | 13% | nt | 13%[11.4 µM] | -9%
CCCCNC(=O)c1nc2ncc(Br)cn2n1 | 5% | 45%[activator] | 1% | 28% | 0% | -10%
O=C(NNS(=O)(=O)c1ccc(CCCl)cc1)C(O)(c1ccccc1)c1ccccc1 | -3% | 34%[activator] | 5% | -2% | 0% | -2%
C=C1c2ccccc2NC(=O)N1c1ccc(OC)cc1 | 9% | 16% | 0% | 8% | 20% | 2%
COc1ccc(N2CCN(C(=O)CCNS(=O)(=O)c3cc(Br)cnc3N)CC2)cc1 | -1% | ? | -3% | -31% | -24% | -5%
O=C(O)CN1CCCCC1 | 25% | 29% | 5% | 39%[activator] | 32% | 0%
COC(=O)C1=C(C(=O)c2ccccc2)C(c2cccs2)n2nnnc2N1 (configuration not stated) | 9% | 38%[activator] | 10% | nt | -6% | 7%
Cc1[nH]c2ccccc2c1/C=N/NC(=O)CNC(=O)Cc1ccccc1 | 12% | ? | 0% | 31%[activator] | 86%[activator] | 3%
COc1ccc(S(=O)(=O)N2CCOCC2)cc1NC(=O)COC(=O)c1oc2ccccc2c1C | -13% | -8% | nt | -12% | -3% | 10%
COC(=O)COc1ccc(C(C2C(=O)CC(C)(C)CC2=O)C2C(=O)CC(C)(C)CC2=O)cc1 | 14% | 6% | -1% | -14% | ? | ?
Cc1ccc(-c2n[nH]c(=S)n2/N=C/c2ccc(C)o2)cc1 | 22% | 37%[activator] | -13% | 14% | -4% | 2.5µM*
Cc1cccc(-c2nnc(-c3cccc(NC(=O)Cc4cccs4)c3)o2)c1 | ? | 10µM* | 2% | ? | 5% | 1%
Oc1ccc(Br)cc1CNc1cnc2ccccc2c1 | ? | 12µM* | 0% | ? | -19% | -3%
CCOC(=O)C(NC(C)=O)(Nc1ccc(F)cc1)C(F)(F)F (configuration not stated) | 12% | 54%[activator] | 0% | -3% | 19% | -1%
Cc1ccc(OC(=O)c2sc(Cl)nc2C)cc1C | 23% | -14% | -4% | 2% | -4% | -11%
Fc1ccc(-c2nnc(-c3ccc(Cl)cc3)o2)cc1 | 18% | 57%[activator] | 1% | nt | 7%[11.4 µM] | -2%
Cc1c(C(c2ccc(C(=O)O)cc2)c2c(C)n(C)n(-c3ccccc3)c2=O)c(=O)n(-c2ccccc2)n1C | 3.5µM* | 15% | -2% | nt | 0% | 2%
CC(=O)Nc1ccccc1-c1nn[nH]n1 | 12% | -3% | -4% | nt | 5% | -5%
O=C(Nc1cccc(F)c1)c1ccccc1 | 7% | 169%[activator] | -7% | 47%[activator] | 3% | 8%
CCCOCC1CC2(CC(C)(c3csc(N)n3)OC2=O)C(=O)O1 (configuration not stated) | 1% | ? | 1% | 11% | -10% | 1%
Cc1ccc(NC(=O)c2ccc(NCCCN3CCC(C)CC3)c([N+](=O)[O-])c2)cc1F | ? | -23% | 6% | 1.2µM* | 3% | 2%

Record cards (already shown):
`C=C1c2ccccc2NC(=O)N1c1ccc(OC)cc1` across the screens: HCV inh = 9%; Pf growth 96h = 16%; LmPK inhibitor = 0%; Pf growth 48h = 8%; Sm TGR inh = 20%; Tb PYK inh = 2%
`Cc1cccc(-c2nnc(-c3cccc(NC(=O)Cc4cccs4)c3)o2)c1` across the screens: HCV inh = ?; Pf growth 96h = 10µM*; LmPK inhibitor = 2%; Pf growth 48h = ?; Sm TGR inh = 5%; Tb PYK inh = 1%
`Cc1c(C(c2ccc(C(=O)O)cc2)c2c(C)n(C)n(-c3ccccc3)c2=O)c(=O)n(-c2ccccc2)n1C` across the screens: HCV inh = 3.5µM*; Pf growth 96h = 15%; LmPK inhibitor = -2%; Pf growth 48h = nt; Sm TGR inh = 0%; Tb PYK inh = 2%

As entered above.
HCV inh result of COC(=O)C1=C(C(=O)c2ccccc2)C(c2cccs2)n2nnnc2N1 (configuration not stated) = 9%
Tb PYK inh result of CCn1nnc(-c2ccccc2NC(=O)c2cc(OC)c(OC)c(OC)c2)n1 = -9%

Fetched by compound from the entries so far, 2 records:
SMILES | HCV inh | Pf growth 96h | LmPK inhibitor | Pf growth 48h | Sm TGR inh | Tb PYK inh
COC(=O)C1=C(C(=O)c2ccccc2)C(c2cccs2)n2nnnc2N1 (configuration not stated) | 9% | 38%[activator] | 10% | nt | -6% | 7%
Cc1[nH]c2ccccc2c1/C=N/NC(=O)CNC(=O)Cc1ccccc1 | 12% | ? | 0% | 31%[activator] | 86%[activator] | 3%
